# H9c2 protect = modulators protecting cardiomyocytes from myocardial damage; hit rate 0.63% among 360,000; AID 588492; H9c2 cardiomyocytes, H2O2 injury protection, ATPLite, 2 h; protection from H2O2 cell death, % at 20 µM;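 active = compounds giving at least 50% protection of heart cells from peroxide-induced death in the single-dose screen, raw or plate-pattern-corrected value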;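 also: 0% = DMSO wells with peroxide and 100% = DMSO wells without peroxide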
# HTR2A ag = agonists of mouse serotonin 5-HT2A receptor (HTR2A); activation, % at 7.6 µM; hit rate 0.66% among 360,000; CHO-K1 mHTR2A beta-arrestin complementation, luminescence; percent of 30 µM serotonin response;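 active = activation above a run cutoff, the mean activation of all tested compounds plus 3 SD, cut at about 14% in these data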;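 also: 0% = plate median of compound wells and 100% = 30 µM serotonin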
# Target sequence (P35363 whole entry, looked up): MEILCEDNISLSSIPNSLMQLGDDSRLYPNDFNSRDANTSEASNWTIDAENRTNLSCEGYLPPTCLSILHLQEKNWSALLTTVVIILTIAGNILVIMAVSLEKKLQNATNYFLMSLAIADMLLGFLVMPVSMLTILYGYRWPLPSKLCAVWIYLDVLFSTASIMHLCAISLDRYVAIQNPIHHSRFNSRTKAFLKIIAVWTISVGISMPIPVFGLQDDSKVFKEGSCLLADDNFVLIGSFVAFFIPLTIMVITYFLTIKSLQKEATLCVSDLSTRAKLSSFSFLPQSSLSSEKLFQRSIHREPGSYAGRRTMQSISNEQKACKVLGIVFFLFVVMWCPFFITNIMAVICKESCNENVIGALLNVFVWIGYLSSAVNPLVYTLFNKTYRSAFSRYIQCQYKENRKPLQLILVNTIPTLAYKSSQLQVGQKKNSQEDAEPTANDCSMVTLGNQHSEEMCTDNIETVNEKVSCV
# PDI inh = inhibitors of human protein disulfide isomerase. P07237. PDI insulin aggregation turbidity, A650, 90 min. inhibition, % at 10 µM. hit rate 0.052% among 350,000. AID 588391;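 active = mean inhibition across replicates of 30% or more, whatever share of single replicates reach that level; inconclusive = mean inhibition below 30% while every single replicate reaches 30%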;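 also: absorbance from insulin aggregation driven by PDI reduction with DTT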
# Target sequence (P07237 whole entry, looked up): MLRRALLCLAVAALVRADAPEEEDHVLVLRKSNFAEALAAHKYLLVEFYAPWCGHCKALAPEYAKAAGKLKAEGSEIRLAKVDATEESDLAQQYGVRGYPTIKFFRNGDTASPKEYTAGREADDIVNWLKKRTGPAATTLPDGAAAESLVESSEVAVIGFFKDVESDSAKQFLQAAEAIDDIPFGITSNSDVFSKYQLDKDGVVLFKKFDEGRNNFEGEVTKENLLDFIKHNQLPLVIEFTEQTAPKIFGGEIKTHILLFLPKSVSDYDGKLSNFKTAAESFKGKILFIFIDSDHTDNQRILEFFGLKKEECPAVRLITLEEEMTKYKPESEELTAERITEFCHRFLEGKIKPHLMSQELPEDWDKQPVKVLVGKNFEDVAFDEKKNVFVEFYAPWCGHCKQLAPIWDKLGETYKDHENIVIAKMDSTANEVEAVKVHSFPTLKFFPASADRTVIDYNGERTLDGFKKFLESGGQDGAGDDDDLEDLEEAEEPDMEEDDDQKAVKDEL
# Exocytosis inh = lytic granule exocytosis inhibition; TALL-104 LAMP-1 surface exposure, flow cytometry; cells stimulated with thapsigargin and PMA; inhibition, % at 10 µM; hit rate 0.66% among 360,000;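 active = inhibition above about 55%, limit read from the data; inconclusive = no clear call, values can overlap the other calls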
# ABCB6 inh 2 = inhibitors of human ABC transporter ABCB6 | K562-ABCB6 porphyrin accumulation, flow cytometry, 1 h; hits give low values | fluorescence ratio to DMSO, % at 10 µM | Q9NP58 | AID 602162 | hit rate 0.19% among 360,000;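 active = fluorescence ratio to DMSO below 75%, the collection mean minus 3 SD; inconclusive = too few cells collected in the well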;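 also: signal is porphyrin accumulated inside mitochondria; 100% equals median channel fluorescence of DMSO control wells; lower ratio means ABCB6 inhibition with less porphyrin fluorescence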
# iPSC survival up = increases survival of single human iPS cells; hiPSC single-cell survival, ATPlite luminescence; 100% = ROCK inhibitor wells, 0% = DMSO; survival enhancement, % at 20 µM; hit rate 0.044% among 360,000; AID 602274; in the data active = survival enhancement above about 18%;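 also: cells exposed to compounds for 16 hours before the ATP read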
# Vif inh = blocks HIV Vif function | hit rate 0.35% among 340,000 | inhibition, % at 7.49 µM | HEK293T cells, Vif self-association by quenched fluorescence, imaging, 24 h; in the data active = inhibition above about 50%, passing the limit was not always enough; inconclusive = no clear call, values can overlap the other calls; inactive = below about 31%; also: some results filed as inactive read as strong as hits
# Glyco luc inh = blocks N-linked glycosylation in D54 reporter cells | D54 ERlucT glycosylation luciferase reporter, 24 h; percent of 100 nM tunicamycin response | reporter increase, % at 12.5 µM | hit rate 0.23% among 360,000 | AID 588692;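 active = mean luciferase reporter signal, scaled so untreated is 0 and the glycosylation-blocking control 100, at or above a set limit in every replicate; inconclusive = mean reaches the limit but not every replicate does; inactive = mean below the limit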;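 also: luciferase carries N-glycosylation sites so blocking glycosylation raises the light; 0% = median of neutral control wells and 100% = median of 100 nM tunicamycin wells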
# CaV13 ICDI inh = Disruptors of the CACNA1D IQ motif to Ca2+-dependent inactivation inhibitor domain association, primary screening, Förster resonance energy transfer in intact living … | HEK cells, CFP/YFP FRET ICDI-IQ, plate reader, 10 min; percent FRET-ratio fall versus neutral wells | inhibition, % at 12.3 µM | hit rate 0.098% among 340,000 | AID 743397;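 active = mean replicate inhibition of at least 30% and at least 1% of replicates passing that level; inconclusive = only one of the two criteria is met; inactive = neither criterion is met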;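 also: 0% = median of the neutral control wells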
# aDG glyco act = increases alpha dystroglycan glycosylation. Pro5-aDG cells, alpha-DG glycosylation AlphaScreen (IIH6); 0% Pro5, 100% B10-LARGE cell signal. activation, % at 10 µM. hit rate 0.22% among 360,000;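 active = activation of at least 8% versus controls, or a plate z-score of at least 8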;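 also: Pro5 are CHO cells carrying HIG-tagged alpha-DG that lacks glycosylation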
# Starred values were filed as active, the others as inactive; i = inactive; ? = inconclusive; / = no result given; & = joins results of further samples.
SMILES,H9c2 protect,HTR2A ag,PDI inh,Exocytosis inh,ABCB6 inh 2,iPSC survival up,Vif inh,Glyco luc inh,CaV13 ICDI inh,aDG glyco act
COc1ccc(/C(=N\O)c2ncc(C(F)(F)F)cc2Cl)cc1,22,1,1,-4,103,4.4,-3,0,-5,0.2
COC(=O)[C@@]1(C)[C@H]2C(=O)N(C)C(=O)[C@H]2[C@H]2CN=C(SC)N21,16,-2,4,-3,103,1.5,6,1,-5,0.1
O=C(CCN1CCCCC1)N1CCc2c([nH]c3ccccc23)C1c1cccnc1 (centres undefined),11,5,-2,7,96,-1.7,12,-2,-6,0.0
O=C(COc1ccccc1)N(Cc1ccco1)C1CCS(=O)(=O)C1 (centres undefined),2,-4,-7,-1,98,-1.8,21,0,-9,0.0
O=C(CN1CCN(c2ccccc2O)CC1)NNC(=O)c1ccc(Cl)cc1,4,0,-3,-4,101,-0.9,-1,3,-4,0.0
COc1ccccc1Cc1c(-c2cccc(Cl)c2)nc2ccc(Cl)cn12,-2,0,/,0,106,0.5,/,-1,-3,0.0
Cc1ccc(Cn2c(C(=O)O)cc3sccc32)cc1,3,0,-11,14,105,-1.7,0,1,-10,-0.2
O=C1CCC[C@@H]2C=C[C@H](c3ccc(Br)cc3)[C@H]3CCN1[C@@H]32,/,1,/,5,91,0.0,/,/,-5,0.1
CC(C)(C)NC(=O)C(OC(=O)c1cccs1)c1ccccc1 (centres undefined),4,-6,-4,0,81,-0.5,-12,2,-5,0.4
CCCC(=O)NC(Nc1ccc(S(=O)(=O)Nc2cc(C)on2)cc1)(C(=O)OCC)C(F)(F)F (centres undefined),1,4,-3,0,99,-2.7,2,2,-4,0.0
O=C(CN1C(=O)C(=O)N(Cc2ccccc2)C1=O)Nc1cc(Cl)cc(Cl)c1,-14,6,14,1,97,-0.8,-4,8,-3,0.1
O=C(O)c1cccc(S(=O)(=O)Nc2ccccc2N2CCOCC2)c1,6,1,-3,-1,100,-0.3,-2,1,-2,0.0
CCOC(=O)[C@]12CCC=C1N(Cc1ccccc1)C(=O)[C@H](CC(=O)N1CCSCC1)C2,/,2,/,-2,96,1.0,/,/,-2,0.0
O=C1c2oc3ccccc3c(=O)c2C(c2cccnc2)N1CCCN1CCOCC1 (centres undefined),-6,2,-13,43,91,-0.4,14,0,/,0.0
O=C(OC1CCCCC1)c1ccc(NC(=O)C2CCCCC2)cc1,-17,-2,13,10,95,1.8,-2,-2,/,1.0
COc1ccc(C2=NO[C@@H]3[C@@H]4C[C@@H]([C@H]5C(=O)N(C)C(=O)[C@@H]45)[C@H]23)cc1,-4,0,-6,-4,97,-0.7,-4,0,-5,0.1
O=C1CCCCC1S(=O)(=O)c1ccccc1 (centres undefined),-1,1,-1,-1,100,-0.2,2,2,-7,0.0
O=c1c2cccnc2[nH]c(=S)n1Cc1ccccc1,3,2,-10,1,98,-0.7,1,0,-3,0.0
Cc1ccccc1-n1nc(-c2cccnc2)cc1C(=O)NN,2,-3,-3,-3,101,-0.3,-2,0,-4,-0.2
CS(=O)(=O)Nc1cccc(NC(=O)c2ccc(-c3ccc(F)c(F)c3)c3ccoc23)c1,-4,-5,4,-4,103,1.0,-17,2,-5,0.3
COc1ccccc1-c1nnc(C2CCN(S(=O)(=O)c3cccc([N+](=O)[O-])c3)CC2)o1,9,11,-2,1,95,-0.6,-5,0,-5,0.1
COc1ccc(N2CCN(C(=O)COC(=O)c3ccc(Cl)nc3)CC2)cc1,1,8,2,-3,102,-0.7,13,1,-5,-0.1
COC(=O)c1ccccc1CC1SC(N)=NC1=O (centres undefined),0,4,4,1,172,-0.3,-9,-1,-3,0.0
O=C(CSc1cccc(C(F)(F)F)c1)N1CCN(S(=O)(=O)c2ccccc2)CC1,1,-9,4,4,93,-2.1,7,-1,/,0.2
Cc1cnc(CNC(=O)c2csc(COCCO)n2)cn1,0,12,-19,4,100,-1.9,-4,0,-6,-0.1
CC(C)(C)NC(=O)C(Cc1ccccc1)N1C(=O)c2ccccc2C1=O (centres undefined),0,-1,-6,0,100,0.4,6,0,-19,-0.1
CN(Cc1ccco1)C(=O)Cn1c(=O)oc2cc(S(=O)(=O)NCc3ccccc3)ccc21,-9,3,-1,-1,104,0.6,-7,-2,-6,0.1
CO/N=C(\C(=O)N[C@@H]1C(=O)N2C(C(=O)O)=C(COC(C)=O)CS[C@H]12)c1csc(N)n1 (stereo in doubt),9&14&7,1&0&-2,-3&-2&2,-1&14&2,101&104&94,-0.7&6.4&-0.9,5&-3&2,1&2&0,-6&-5&-5,-0.1&0.0&0.0
COc1cccc(N2CCN(C(=O)c3cc4c(s3)CCCCC4)CC2)c1,-8,-4,9,15,101,-0.6,8,-2,-5,0.0
Cc1ccc(Cn2c(N)nc3ccccc32)cc1,-11,-9,4,-1,94,0.7,-21,-3,17,0.0
NC(=O)Cc1ccc(C(=O)c2ccc(Cl)cc2)s1,-13,-5,1,-4,102,-0.2,-2,-2,5,-0.1
COc1ccc(-c2nn(CCC#N)cc2/C=N/O)cc1,10,-1,5,-1,86,0.0,5,-1,-1,-0.2
COC(=O)Nc1ccc2ncn(C)c(=O)c2c1,26,8,12,-3,100,-1.1,10,2,-6,0.0
Cc1cc(C)c(N(C(=O)c2csnn2)C(C(=O)NC2CCCC2)c2ccncc2)c(C)c1 (centres undefined),5,-2,-3,-10,99,-0.4,?,-1,-6,0.2
O=C(Nc1ccc(SC(F)F)cc1)c1ccc(F)cc1,0,-5,2,4,98,-0.7,-4,-9,1,0.6
COc1ccc(S(=O)(=O)N2CCOCC2)cc1NC(=O)COC(=O)CCOc1ccc(C)cc1,-2,0,1,0,98,0.9,-1,3,-7,0.0
CCCCNC(=S)N1CCN(c2ccc(C(C)=O)cc2)CC1,-14,-2,-9,1,99,-0.3,-5,-2,-7,0.5
Cc1cc(C(=O)N[C@H](c2ccccc2)[C@@]2(C)C[C@@H]2[C@@H](C)C(=O)Nc2ccc3ccccc3c2)no1,-16,-2,0,1,95,1.5,-6,-2,-8,-0.1
CCOC(=O)N1CCN(C(=O)c2ccc(Cl)c(NC(=O)c3cccs3)c2)CC1,4,-2,-5,4,96,-0.2,22,-2,-6,0.1
CCNc1nc(NCC)nc(SCCOC(=O)c2ccccc2)n1,-2,-1,-14,-4,94,1.1,8,-1,-5,-0.1
Cn1nc(CC(=O)NCc2cccc3ccccc23)c2ccccc2c1=O,-25,1,5,-7,87,2.6,-9,1,-7,5.4
O=C(Nc1cccc2ncccc12)c1ccc([N+](=O)[O-])o1,-13,4,-3,5,97,-0.5,-1,?,-1,0.2
O=C(CCn1c(=O)oc2ccccc21)NCCCN1CCN(c2ccc(F)cc2)CC1,0,-4,3,2,105,-1.1,-3,1,-4,-0.1
COCCNC(=S)N1CCOCC1,0,-3,2,0,103,-1.8,3,3,-15,-0.2
C=CCNC(=O)c1onc(CSc2ccc(Cl)cc2)c1C(=O)O,-8,2,-3,2,91,-1.8,-6,-2,-5,0.0
O=C(c1ccccc1)C1CCN(C(=O)c2c(F)cccc2F)CC1,-6,3,11,10,99,0.1,0,-7,-4,0.0
COc1nc(OC)nc(N2CCC(NC(=O)C(Cc3ccc(C(C)C)cc3)NC(C)=O)CC2)n1 (centres undefined),-2,0,10,-2,97,1.8,/,4,-4,0.5
CCC1(c2ccc(F)cc2)NC(=O)N(CC(=O)Nc2cccnc2Cl)C1=O (centres undefined),3,-2,-7,-6,100,0.1,12,1,-4,-0.3
Cc1c(C(=O)NCCN2CCOCC2)oc2ccc(Br)cc12,-2,-5,3,-6,99,-0.2,-13,0,-6,0.2
COc1cc(Cl)c(C)cc1NC(=O)c1cccc(OC)c1OC,-14,-4,7,-6,93,-2.8,-21,0,-7,-0.5

# Other records follow:
SMILES,H9c2 protect,HTR2A ag,PDI inh,Exocytosis inh,ABCB6 inh 2,iPSC survival up,Vif inh,Glyco luc inh,CaV13 ICDI inh,aDG glyco act
CC(C)C(=O)N1CCN(c2c(Cl)cccc2[N+](=O)[O-])CC1,-3,1,3,0,97,-0.5,10,-2,-4,0.2
Cn1c(OCc2ccc3c(c2)OCO3)nc2c1c(=O)n(Cc1cccc(Cl)c1)c(=O)n2C,2,6,-6,5,93,-1.9,-11,0,-5,-0.3
Cc1cccc(OC(C)C(=O)N/N=C\c2ccncc2)c1 (centres undefined),-4,2,-1,-4,99,3.8,7,2,-5,0.5
Cc1sc2ncnc(N3CCCCC3)c2c1C,-14,3,-3,0,95,0.8,/,-2,-7,0.5
CC(C)CCN(C(=O)CCCSc1nc2ccccc2[nH]1)c1c(N)n(Cc2ccccc2)c(=O)[nH]c1=O,1,-3,-5,-2,100,-0.4,10,0,-7,-0.1
CN(C)/C=C/c1c([N+](=O)[O-])c2ccc(O)cc2n1-c1ccccc1,5,-6,8,4,103,-0.3,0,-7,-4,0.0
Cc1ccccc1C(=O)N1CCC(C(=O)N2CCCc3ccccc32)CC1,6,-7,-3,-4,97,-0.6,0,-6,-3,-0.1
CCC(=O)N(CCc1ccccc1)Cc1cc2cccc(C)c2[nH]c1=O,13,0,-4,-10,100,0.3,1,1,-20,-0.1
Cc1cccc(NC(=O)CN2C(=O)N/C(=C\c3ccc(-c4cccc(C(=O)O)c4)o3)C2=O)c1,0,1,-10,9,95,-0.1,17,-3,-1,0.0
Nc1cc(-c2ccc(Cl)cc2)nn1-c1ccccc1,-5,-6,-1,-8,93,-0.3,1,-1,-3,0.3
O=C(O)CCC(=O)NCc1ccc(C(=O)O)cc1,0,5,-6,-3,93,-2.7,-11,2,-5,0.0
O=C(Nc1cc(N2CCOCC2)ncn1)c1ccc(F)cc1,4,2,-6,0,96,1.1,25,0,-3,-0.3
CC1=C/C(=N\N=C2\NC(=O)C(CC(=O)Nc3ccccc3F)S2)CC(C)(C)C1 (centres undefined),14,0,-6,-3,97,-0.7,1,0,-5,0.1
COc1ccc(C2(C(=O)NCCCN3CCOCC3)CCOCC2)cc1,-6,0,-6,5,90,-0.9,6,3,/,0.1
NS(=O)(=O)c1cccc(NC(=O)Cn2cnc3ccccc3c2=O)c1,-2,2,3,1,102,3.0,-6,4,-8,-0.2
CN1C(=O)c2ccccc2NC(=O)[C@]12O[C@@H]2c1cccc(O)c1,-2,-1,/,6,98,-2.3,-2,1,/,-0.1
C[C@H](CO)N1C[C@H](C)[C@@H](CN(C)C(=O)Nc2ccccc2)Oc2cc(Br)ccc2S1(=O)=O,10,-2,-8,14,94,1.8,0,1,-3,0.1
C1=C(c2ccc(-c3ccccc3)cc2)Nc2ncnn2C1c1ccco1 (centres undefined),-14,-2,20,0,96,3.3,i,2,/,-0.1
NNC(=O)CN1C(CN2CCOCC2)=Nc2ccc(Br)cc2C1c1ccccc1 (centres undefined),9,-2,3,3,101,2.3,10,1,6,-0.5
O=C(Nn1cnnc1)c1csc2ccccc12,-2,8,19,-5,97,2.4,10,1,/,0.0

# Bioassay records as filed in PubChem.
